Bioassay records: PubChem, several laboratories
Mtb FBA inh: inhibits M. tuberculosis FBA enzyme; inhibition, % at 1 µM; purified M. tuberculosis FBA, fluorescence read-out; AID 588726; 360,000 tested, 2.3% active; in the data active = inhibition above about 27%;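 also: 0% = vehicle and 100% = reference inhibitor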
Target sequence (P9WQA3 whole entry, looked up): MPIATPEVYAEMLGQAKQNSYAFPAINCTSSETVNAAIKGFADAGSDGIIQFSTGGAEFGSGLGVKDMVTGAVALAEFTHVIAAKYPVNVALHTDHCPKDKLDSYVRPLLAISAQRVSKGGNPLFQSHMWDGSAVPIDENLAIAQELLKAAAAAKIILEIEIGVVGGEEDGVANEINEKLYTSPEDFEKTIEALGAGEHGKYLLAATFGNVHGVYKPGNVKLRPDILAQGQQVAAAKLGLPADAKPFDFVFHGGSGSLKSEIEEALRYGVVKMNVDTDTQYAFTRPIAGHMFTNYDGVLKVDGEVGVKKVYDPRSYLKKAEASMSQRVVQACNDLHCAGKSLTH
FadD28 FP inh: blocks FadD28 binding to the bisubstrate probe; fluorescence polarization; inhibition, % at 12.5 µM; 360,000 tested, 0.22% active; AID 588549; in the data active = inhibition above about 8.5%, passing the limit was not always enough; inconclusive = no clear call, values can overlap the other calls
PrPC TRFRET: cell surface PrPC inhibition, primary TR-FRET screen | AID 720596 | P04156 | 370,000 tested, 0.43% active | TR-FRET read-out | inhibition, % at 13.8 µM; in the data active = inhibition above about 24%; also: 0% = median of the test wells and 100% = reference compound wells
Mtb UGM inh: blocks M. tuberculosis UGM enzyme | inhibition, % at 10 µM | purified UGM, fluorescence polarization probe displacement | P9WIQ1 | 320,000 tested, 0.06% active; in the data active = inhibition above about 10%, passing the limit was not always enough; inconclusive = no clear call, values can overlap the other calls
GDH-TPI counter: GDH-TPI coupled enzyme inhibition counter-screen; GDH-TPI coupled enzyme counterscreen, NADH absorbance; 360,000 tested, 1.2% active; AID 588335; inhibition, % at 4.8 µM; in the data active = inhibition above about 30%;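 also: 0% = DMSO wells and 100% = wells lacking the enzyme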
MazEF act: activators of E. coli MazEF toxin-antitoxin RNase; P0AE70; FAM/BHQ RNA-DNA oligo cleavage fluorescence, 5 h; activation, % at 20 µM; 350,000 tested, 0.32% active; AID 504720; in the data active = activation above about 50%
Target sequence (P0AE70 whole entry, looked up): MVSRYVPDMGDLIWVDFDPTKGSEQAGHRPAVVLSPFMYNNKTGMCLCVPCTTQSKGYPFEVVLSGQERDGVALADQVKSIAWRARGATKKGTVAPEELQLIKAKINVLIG
Rv3671c inh: inhibitors of M. tuberculosis serine protease Rv3671c | inhibition, % at 5.96 µM | P9WHR9 | 320,000 tested, 0.048% active | AID 2606; in the data active = inhibition above about 38%;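 also: extracellular domain of Rv3671c used as enzyme; 0% = enzyme with DMSO and 100% = no enzyme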
Target sequence (P9WHR9 whole entry, looked up, the tested form may be a part): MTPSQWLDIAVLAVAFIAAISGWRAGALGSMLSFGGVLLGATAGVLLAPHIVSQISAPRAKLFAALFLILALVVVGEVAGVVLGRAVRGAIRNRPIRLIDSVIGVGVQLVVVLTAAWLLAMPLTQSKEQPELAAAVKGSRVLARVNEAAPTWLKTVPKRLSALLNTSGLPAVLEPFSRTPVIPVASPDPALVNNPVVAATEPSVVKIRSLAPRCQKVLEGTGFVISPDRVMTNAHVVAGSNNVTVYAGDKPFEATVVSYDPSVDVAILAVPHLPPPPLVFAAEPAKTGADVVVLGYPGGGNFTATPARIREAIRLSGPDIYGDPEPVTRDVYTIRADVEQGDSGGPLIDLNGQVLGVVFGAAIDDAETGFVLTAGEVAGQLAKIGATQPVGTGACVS
BioA inh: BioA (M. tuberculosis) enzyme inhibition; 360,000 tested, 0.096% active; inhibition, % at 9.99 µM; purified M. tuberculosis BioA enzyme, plate reader; in the data active = inhibition above about 40%; inconclusive = no clear call, values can overlap the other calls
BoNT F protease: inhibitors of Botulinum neurotoxin F light chain protease | Multiplex microsphere protease cleavage assay, flow cytometry | inhibition, % at 10 µM | 360,000 tested, 0.22% active; in the data active = inhibition above about 35%, passing the limit was not always enough; inconclusive = no clear call, values can overlap the other calls; also: plate controls were buffer without enzyme for full effect and enzyme alone for no effect
* hit, by the source's call; u = inconclusive; x = no result given; & = joins results of further samples. No enrichment for hits. About 4.8% of those tested had a hit in this group.

SMILES	Mtb FBA inh	FadD28 FP inh	PrPC TRFRET	Mtb UGM inh	GDH-TPI counter	MazEF act	Rv3671c inh	BioA inh	BoNT F protease
CCN(C(=O)c1nn(-c2ccc(OC)cc2)c(=O)c2c1c1ccccc1n2C)c1ccc(OC)cc1	0	-4.1	1	1.0	-3	2	-2	-1.2	1
Cc1nc2c(OCc3ccc(C#N)cc3)cccn2c1N(C)Cc1cccs1	-2	-3.5	1	x	-6	x	x	0.2	0
CC1C(=O)N(Cc2cn(Cc3ccco3)nn2)CCS(=O)(=O)N1Cc1ccc(-c2ccc(F)nc2)cc1 (stereo not given)	-2	-1.5	2	x	0	10	x	16	-3
COc1ccc(N2CCN(C(=O)c3cn(C)c(=O)c4c3c3ccccc3n4C)CC2)cc1	1	-0.6	x	1.0	15	0	-5	2.4	-11
COc1ccc(Cl)cc1NC(=O)C1CSC(c2ccncc2)=N1 (stereo not given)	5	-3.0	-1	0.0	1	-25	-9	-0.2	-14
CC1=NN(Cc2ccccc2)C(=O)C1	1	-5.3	3	-1.3	-7	10	-203	3.2	-6
O=Cc1ccc(C(=O)O)cc1	0	-3.3	0	2.4	6	8	-2	-0.3	-8
Cc1ccc(CNC(=O)C2CCC(=O)N2CCc2ccccc2)cc1 (stereo not given)	-1	-3.3	1	1.0	-4	-3	-1	-8.8	1
Cc1c(Cl)cccc1NC(=S)N1CCN(C(=O)c2ccco2)CC1	-2	-2.5	2	0.4	-3	-7	8	1.3	2
CSc1ncccc1C(=O)OCC(=O)NC1CC1	-1	-0.2	-2	x	0	8	x	-1.3	u
COc1ccc(CN(C)CC(=O)NC(=O)Nc2ccccc2F)cc1	3	-0.4	-1	x	2	-13	-7	-2.5	-8
Cc1cccc(C)c1NC(=O)C(c1ccccc1)N1CCN(c2ccc(C(F)(F)F)cn2)CC1 (stereo not given)	1	-1.8	5	x	x	x	x	-5.4	2
Cn1c(-c2sc3cc(C(F)(F)F)cnc3c2-c2ccccn2)n[nH]c1=S	0	-2.1	-11	-1.6	10	3	2	-0.6	3
O=C(OCC(=O)N1CCc2ccccc21)c1cncc(Br)c1	1	-3.1	-4	-1.7	3	5	7	-1.1	15
Cc1ccc(-c2nnc(NC(=O)C3=COCCO3)o2)c(C)c1	3	-1.7	-5	x	12	2	13	x	u
CCOc1ccc(N(CC(=O)NN=C2CCN(C)CC2)S(C)(=O)=O)cc1	2	-1.4	8	0.7	-7	4	4	x	-6
O=C(COC(=O)C1COc2ccccc2O1)Nc1cccc(F)c1 (stereo not given)	-3	-2.7	4	3.9	1	7	5	2.0	4
CC(=O)c1ccc(OCCCC(=O)NCCc2ccc(C(F)(F)F)cc2)cc1	1	-4.1	1	0.0	-13	-17	-15	0.4	2
Cc1ccnc(NCc2ccc(Br)cc2)c1	1	-4.7	1	-0.9	-12	1	1	-1.2	6
CC1(C)CC(NC(=O)c2cccc(S(=O)(=O)Nc3cccc(Cl)c3)c2)CC(C)(C)N1	2	-1.2	-3	x	4	10	-5	4.5	-13
COC(=O)c1ccc(OC(=O)C2CC(=O)N(c3cccc(C)c3)C2)cc1 (stereo not given)	0	-2.6	4	-1.2	11	2	-7	0.8	-3
CCOC(=O)CC1c2nc3ccccc3cc2CN1C(=O)OCC (stereo not given)	2	0.4	0	x	-7	3	x	1.1	-4
COc1cc(CNc2ncnc3c2ncn3[C@H]2CN(Cc3ccc(C(=O)O)cc3)C[C@@H](CO)O2)cc(OC)c1OC	2	-0.2	-2	x	9	x	x	-0.1	-8
COC(=O)CCC(=O)N(CCN(Cc1ccccc1)C(=O)CCC(=O)OC)Cc1ccccc1	5	0.1	0	-2.2	8	-1	-5	x	-6

Filtered by structure: the compounds so far with a furan ring, fused or not
SMILES	Mtb FBA inh	FadD28 FP inh	PrPC TRFRET	Mtb UGM inh	GDH-TPI counter	MazEF act	Rv3671c inh	BioA inh	BoNT F protease
CC1C(=O)N(Cc2cn(Cc3ccco3)nn2)CCS(=O)(=O)N1Cc1ccc(-c2ccc(F)nc2)cc1 (stereo not given)	-2	-1.5	2	x	0	10	x	16	-3
Cc1c(Cl)cccc1NC(=S)N1CCN(C(=O)c2ccco2)CC1	-2	-2.5	2	0.4	-3	-7	8	1.3	2

(listing goes on)
SMILES	Mtb FBA inh	FadD28 FP inh	PrPC TRFRET	Mtb UGM inh	GDH-TPI counter	MazEF act	Rv3671c inh	BioA inh	BoNT F protease
Cc1ccc(Cn2c(C)c(C(=O)NCc3cccc(C(F)(F)F)c3)sc2=O)cc1	3	-3.1	2	x	9	x	x	0.0	-3
COc1ccc(N=Cc2c(O)n(Cc3ccccc3)c(=S)[nH]c2=O)c(OC)c1	0	-2.0	8	3.9	3	-194	-4	x	0
Cc1nc2ccc(NC(=O)c3ccc(S(=O)(=O)N(C)C)cc3)cc2s1	3	-0.3	5	-1.4	8	1	3	x	-2
CO/N=C/C(=N\Nc1ccc(OC)cc1)C(=O)c1ccc(F)cc1	0	-2.0	-4	0.1	4	28	-10	x	2
CCCN(C(=O)COC(=O)c1nc2nc(C)cc(C)n2n1)C1CCS(=O)(=O)C1 (stereo not given)	-2	-4.5	-6	-2.3	-2	5	-5	1.7	0
CCc1ccc(N2CC(C(=O)OCC(=O)NNC(=O)c3ccccc3)CC2=O)cc1 (stereo not given)	-3	-3.1	2	0.0	-1	1	1	-0.2	x
O=C1C=C(O)c2c(O)cc(O)c(O)c2C1=O	-4	-1.7	0	0.7	9	-71	33	3.0	-8
CCNC(=O)CSc1nc(-c2ccccc2)cs1	5	-0.1	2	0.7	3	3	-1	x	-1
CC(=NCCCn1ccnc1)c1c(O)n(Cc2ccccc2)c(=O)[nH]c1=O	-7	-4.8	-2	-0.9	-1	5	0	3.4	3
O=c1c2ccccc2nc2sc3ccccc3n12	11	1.4	-1	-1.4	18	-4	-18	0.9	-7
O=C(COC(=O)Cc1ccccc1[N+](=O)[O-])Nc1nnc(-c2ccccc2)o1	-2	-1.2	0	-2.7	7	5	4	x	18
CCOc1ccc(S(=O)(=O)Nc2ccc(C(=O)N3CCCC3)cc2)cc1C(N)=O	-1	-0.5	5	3.0	6	2	-7	-3.5	0
COc1ccc(OC)c(S(=O)(=O)N(C)CC(=O)Nc2cc(Cl)ccc2OC)c1	-1	-0.3	8	-0.6	-5	1	-8	-0.8	4
CCN(C(=O)Cn1c(Cl)nc2c1c(=O)n(C)c(=O)n2C)C1CCCCC1	6	-1.4	3	2.7	13	-1	0	-1.8	0
O=C(NCc1ccccc1)c1ccc([N+](=O)[O-])cc1	1	-0.9	-35	x	x	x	x	x	-1
C#CC[N+]1(CC#Cc2ccc(C#CC[N+]3(CC#C)CCOCC3)cc2)CCOCC1	-3	-1.5	x	-2.5	4	2	0	-0.5	3
O=C(CCS(=O)(=O)c1cccs1)Nc1ccc(C(=O)NCc2ccccc2)cc1	0	-3.7	-1	3.1	-1	-13	-5	x	10
Cc1n[nH]c(=O)c2c(NC(=O)CSc3nnnn3-c3ccc(O)cc3)oc(C)c12	1	-4.8	-6	-0.5	-2	-3	8	0.9	x
CC(C)(C)C(=O)Nc1ccc(S(=O)(=O)Nc2nccs2)cc1	-3	-4.2	7	-0.6	-5	4	-5	2.6	-7
COc1cccc(NC(=O)COC(=O)c2c(NC(C)=O)sc(C)c2C)c1	3	-0.8	6	2.6	1	-21	-34	0.1	9
N#CC1=C(N)OC2=C(C(=O)CCC2)C12CCN(C(=O)OCc1ccccc1)CC2	-6	-4.1	0	7.1	7	10	-11	1.6	-5
O=c1[nH]c2cccc(F)c2n2cccc12	1	0.0	4	-1.4	0	11	-4	1.0	-8
CN(C(=O)c1ccno1)c1nnc(-c2cccnc2)s1	6	-2.3	-2	-1.3	-8	9	-6	2.8	0
COC(=O)C(Cc1ccccc1)NC(=O)C(CC(C)C)NC(=O)OC(C)(C)C (stereo not given)	-2	1.1	-1	-4.6	12	0	2	x	-6
Cc1ccc(NC(=O)c2ccco2)c(NC(=O)COc2ccccc2)c1	9	x	5	0.8	7	-17	4	x	12
O=C(CCN1CCN(c2ccccc2)CC1)Nc1ccc(Cl)cc1	-1	-4.7	-6	-1.2	3	-2	5	-1.0	-20
O=C(O)CCC(CNS(=O)(=O)c1ccccc1)C(F)(F)F (stereo not given)	-3	0.1	-4	-1.4	-2	5	5	x	-7
O=C(CCc1ccccc1)NCC(=O)N/N=C/c1ccc(O)cc1O	1	-5.3	3	2.0	14	5	3	x	-3
C[C@@H]1CCC(=O)N(CC[C@H](Oc2ccccc2)c2ccccc2)CC1	0	-0.6	18	-0.1	2	13	9	1.0	0
COc1ccc(CSc2nncn2N)cc1Br	4	1.1	-6	-1.0	6	1	-6	-0.2	0
CCOc1ccc(S(=O)(=O)N(C)c2ccc(OCC(=O)Nc3nc4ccccc4s3)cc2)cc1	2	-2.5	-1	-1.9	10	2	-34	x	2
CCN(c1ccccc1)c1nc(Cl)nc2c1cnn2C	-1	-1.4	0	x	-3	0	x	5.2	-6
CSc1ccccc1NC(=O)CN(C)Cc1c(O)ccc2ccccc12	7	0.0	2	-3.5	0	-1	0	0.9	-25
Nc1nc(COc2ccc(F)cc2)nc(N2CCCCC2)n1	-4	-3.6	-1	2.9	-6	15	-2	x	-4
Cc1cc(NC(=O)c2cc3n(n2)C(C(F)(F)F)CC(c2ccco2)N3)no1 (stereo not given)	-1	-1.2	2	-1.8	3	5	3	2.4	-4
Cc1ccc(S(=O)(=O)N2C[C@H]3N(C(=O)OC(C)C)N(C(=O)OC(C)C)C[C@H](OC(=O)Nc4c(C)noc4C)[C@@]3(O)C2)cc1	1	1.5	-6	x	4	3	x	-0.3	1

Brought forward from above: 3 entries, followed by the next part.
SMILES	Mtb FBA inh	FadD28 FP inh	PrPC TRFRET	Mtb UGM inh	GDH-TPI counter	MazEF act	Rv3671c inh	BioA inh	BoNT F protease
Nc1nc(COc2ccc(F)cc2)nc(N2CCCCC2)n1	-4	-3.6	-1	2.9	-6	15	-2	x	-4
Cc1cc(NC(=O)c2cc3n(n2)C(C(F)(F)F)CC(c2ccco2)N3)no1 (stereo not given)	-1	-1.2	2	-1.8	3	5	3	2.4	-4
Cc1ccc(S(=O)(=O)N2C[C@H]3N(C(=O)OC(C)C)N(C(=O)OC(C)C)C[C@H](OC(=O)Nc4c(C)noc4C)[C@@]3(O)C2)cc1	1	1.5	-6	x	4	3	x	-0.3	1
Cc1cc(C)cc(NC(=S)NC2CC3CCCC(C2)N3CC(C)C)c1 (stereo not given)	-2	-4.8	-8	3.4	-11	3	-7	-0.6	0
S=C(NCCN1CCOCC1)Nc1ccccc1Cl	0	2.7	3	1.2	-5	-15	1	x	0
O=C(COc1ccc(Br)cc1)N1CCN(c2ncccn2)CC1	-3	-0.7	5	x	-2	4	-6	1.3	5
O=C(c1nn2cccnc2c1Cl)N1CCN(c2ccccc2)CC1	0	-3.9	-8	-0.9	-5	0	-3	23	6
COc1ccc(Br)cc1CNC(=O)C1CCC(=O)N1C(C)C (stereo not given)	-1	-1.8	4	-0.6	3	4	-3	0.3	1
CCCCCn1c(SCCOCC)nc2c1c(=O)[nH]c(=O)n2C	0	0.6	4	0.1	-7	12	6	0.5	-4
C=CCN(c1ccccc1OC)S(=O)(=O)c1cccc(C(=O)OCC(=O)N2CC(C)OC(C)C2)c1 (stereo not given)	3	-2.6	8	-0.3	5	1	-1	-0.9	2
Cc1[nH]nc(N=CC2=C(O)CC(c3ccco3)CC2=O)c1-c1ccccc1 (stereo not given)	-1&2	-4.2&-2.1	1&-8	-1.7	6&18	15&-6	-5	0.4	-4&-19
CC(=O)c1ccccc1-c1csc2ncnc(Sc3nnnn3C)c12	1	-5.8	0	4.2	3	-1	-3	0.4	-4
CC(=O)NCCc1ccc(C(=O)COC(=O)c2ccc(C)s2)cc1	5	-2.4	-3	x	1	3	x	0.6	-10
CC(C)NC(=O)N(C)C[C@H]1Oc2ccc(NS(=O)(=O)c3cn(C)cn3)cc2C(=O)N([C@H](C)CO)C[C@@H]1C	0	-1.5	-7	3.0	-3	1	2	-0.2&-1.5	-7
COc1ccc(C2/C=C\CN3CCC[C@H]3C(=O)N2Cc2ccc(F)cc2)cc1 (stereo not given in full)	-3	-1.7	-1	x	1	-25	x	-1.2	-2
COc1ccc(C(N)c2csc(Nc3cc(Oc4ccccc4)ncn3)n2)cc1 (stereo not given)	2	-2.1	-8	x	22	x	x	-5.7	-11
CCOc1ccc(NC(=O)CSc2nnc(C)n2CCCOC)cc1	2	1.0	-3	2.6	7	2	-1	-0.5	2
Cc1cc(N2CCN(CC(O)C(F)(F)F)CC2)c2ccccc2n1 (stereo not given)	2	-0.4	4	-0.2	13	-5	-8	-1.2	-13
